Source: PubChem BioAssay (several laboratories)
West Nile antiviral: West Nile virus antiviral activity, cell-based, CPE readout (AID 1621). West Nile virus-infected cells, CPE inhibition; higher % means a stronger effect. CPE inhibition, % at 10 µM; hits with a dose series show IC50 in µM. 290,000 tested, 0.02% active; in the data active = a potency from the dose series; also: strong numbers were not always called active
NOD1 NF-kB reporter: inhibition of NOD1-driven NF-kB reporter – cell-based, luminescence, uHTS, primary screen (AID 1578) | NOD1-driven NF-kB luciferase reporter cells, luminescence; higher % means a stronger effect | inhibition, % at 4 µM, or EC50 in µM where a hit was titrated | 290,000 tested, 1% active; in the data active = inhibition mostly above about 36%, no sharp cut-off; inactive = mostly below about 34%;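 also: HEK-293T reporter cells stimulated with the NOD1 agonist gamma-tri-DAP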
Dengue-2 NS5 capping: Dengue-2 NS5 methyltransferase inhibitors, primary screen, biochemical, confirmation dose response (AID 588689). inhibition, % at 25 µM, or IC50 in µM where a hit was titrated. 340,000 tested, 0.3% active. Dengue-2 NS5 methyltransferase capping enzyme assay, biochemical; higher % means a stronger effect; in the data active = a potency from the dose series
GPR35 arrestin U2OS: GPR35 antagonists blocking zaprinast-driven arrestin recruitment, primary screen, imaging, U2OS, beta-arrestin-GFP, zaprinast agonist (AID 2058); 290,000 tested, 0.052% active; U2OS GPR35 beta-arrestin-GFP translocation imaging, zaprinast antagonism; higher % means a stronger effect; inhibition, % at 10 µM, or IC50 in µM where a hit was titrated;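 active = inhibition of at least 50% with at least 30 cells and total cytoplasm GFP at most 10,000,000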
GPR55 beta-arrestin: selective activators of receptor GPR55 – imaging, U2OS cells, beta-arrestin-GFP redistribution, primary screen (AID 1961); U2OS GPR55 beta-arrestin-GFP redistribution imaging; higher % means a stronger effect; activation, % at 10 µM; hits with a dose series show EC50 in µM; 290,000 tested, 0.048% active;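 active = activation above 40% with more than 50 cells counted in the well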;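 also: U2OS osteosarcoma cells stably expressing GPR55 and beta-arrestin-GFP; plate controls were DMSO negative control for no effect and LPI positive control for full effect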
GPR55 antagonists: GPR55 antagonists blocking LPI-driven arrestin recruitment, primary screen, imaging, U2OS, beta-arrestin-GFP, LPI agonist (AID 2013); 290,000 tested, 0.13% active; one-dose inhibition, % at 10 µM; IC50 in µM for titrated hits; U2OS GPR55 beta-arrestin-GFP translocation imaging, LPI antagonism; higher % means a stronger effect;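 active = spots per cell inhibited over 60%, with over 100 cells counted and total cytoplasm intensity under 500,000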;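 also: U2OS cells stably carrying GPR55 and arrestin-GFP stimulated by 5 µM LPI near EC80; imaged beta-arrestin-GFP aggregate spots per cell after agonist stimulation; plate controls were LPI-stimulated DMSO wells for no effect and DMSO wells without LPI for full effect; some results filed as inactive read as strong as hits; confirmed hits need IC50 under 10 µM and bright autofluorescent wells are also inconclusive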
HIV peptide binding: cell-free HIV fusion peptide-binding blockers – biochemical, uHTS, fluorescence dequenching, primary screen (AID 1986); cell-free peptide binding, fluorescence dequenching, 30 min; higher % means a stronger effect; inhibition, % at 20 µM, or IC50 in µM where a hit was titrated; 290,000 tested, 0.3% active; in the data active = inhibition mostly above about 52%, no sharp cut-off; inactive = mostly below about 76%; also: some results filed as inactive read as strong as hits
KOR beta-arrestin-1: kappa opioid receptor blockers – cell-based, luminescence, uHTS (AID 1778); KOR beta-arrestin recruitment, luminescence, antagonist mode; higher % means a stronger effect; inhibition, % at 10 µM; hits with a dose series show IC50 in µM; 290,000 tested, 0.091% active; in the data active = inhibition above about 50%; also: strong numbers were not always called active
KOR beta-arrestin-2: kappa opioid receptor activators – cell-based, luminescence, uHTS, primary screen (AID 1777); 280,000 tested, 0.02% active; activation, % at 10 µM, or EC50 in µM where a hit was titrated; KOR beta-arrestin recruitment, luminescence; higher % means a stronger effect; in the data active = activation above about 50%, passing the limit was not always enough; also: a part of the inactive calls stands beside numbers as strong as those of hits
Dengue-2 NS5 capping pilot replicate: further read-out of Dengue-2 NS5 capping, marked with its call; inhibition, %; measured here: pilot screen replicate inhibition
Starred values were filed as active, the others as inactive; nt = no result given; [ ] = another dose, or the depositor's remark. Some of the compounds tested, so the mix of outcomes need not match the whole.

SMILES	West Nile antiviral	NOD1 NF-kB reporter	Dengue-2 NS5 capping	GPR35 arrestin U2OS	GPR55 beta-arrestin	GPR55 antagonists	HIV peptide binding	KOR beta-arrestin-1	KOR beta-arrestin-2	others
O=C(CSc1nnc(-c2ccncc2)n1CC1CCCO1)NCc1ccccc1 (centres undefined)	-1.0%	-18%	-2%	-4%	-0.1%	2%	-2.5%	28%	-5.2%
CN(C)c1nc2n(c(=O)n1)C(C#N)CS2 (centres undefined)	0.7%	36%	1%	-19%	-0.5%	-7%	-0.8%	-7%	1.1%
Cc1snc(SCc2c(F)cccc2Cl)c1C#N	-0.2%	-17%	-3%	6%	0.6%	-3%	0.0%	-4%	0.3%
CCn1c(SCC(=O)Nc2ccc(Cl)cc2)nc2nc3c(cc2c1=O)CCCC3	-1.0%	-11%	-1%	2%	-0.3%	8%	1.4%	-24%	3.2%
COC(=O)c1ccc(COC(=O)c2ccc(-n3cnnn3)cc2)o1	0.2%	8%	-2%	-2%	-0.2%	nt	-0.3%	-9%	-2.0%
COCCOC(=O)C1=C(N)OC2=C(C(=O)CCC2)C1c1cccnc1 (centres undefined)	0.6%	nt	-4%	1%	-0.1%	12%	3.1%	-45%	10%
COc1ccc2[nH]c(O)c(NC(C)=O)c2c1	0.3%	-8%	1%	4%	-0.1%	2%	2.7%	-3%	-1.1%
COc1cc(-c2c(C#N)c(N)nc3c2c(C)nn3-c2ccc(C)c(C)c2)cc(OC)c1OC	3.1%	-13%	-4%	-6%	-0.1%	2%	-0.1%	-20%	-4.6%
COCCCNC(=O)CSC1=Nc2ccccc2C2=NC(CC(=O)NCc3ccccc3)C(=O)N12 (centres undefined)	-0.2%	4%	1%	14%	0.3%	3%	-4.2%	47%	-0.6%
Cc1cc(C(=O)Nc2ccc(S(=O)(=O)N3CCCC3)cc2)cs1	0.6%	-2%	2%	-2%	-0.1%	-5%	1.2%	-1%	-4.4%
O=C(NCCNC(=O)c1ccccc1O)c1ccccc1O	1.1%	-15%	3%	-3%	0.1%	13%	12%	-41%[20 µM]	2.5%
O=C(/C=C/Nc1ccc(S(=O)(=O)Nc2cnc3ccccc3n2)cc1)c1ccccc1	-0.2%	3%	28%	10%	-0.1%	-20%	0.3%	-2%	6.1%
O=C(NCc1ccco1)c1ccccc1Br	-0.6%	-9%	-3%	8%	0.0%	11%	-1.0%	-7%	-0.3%
COc1cc2c(cc1OC)C(c1ccccc1)CC2=O (centres undefined)	-0.2%	-7%	-5%	-5%	0.0%	-5%	-0.8%	2%	4.7%
CCOC(=O)Cn1c(=NC(=O)c2sc3ccccc3c2Cl)sc2cc(S(N)(=O)=O)ccc21	-0.8%	-12%	-5%	-4%	-0.2%	16%	23%	-23%	0.7%
CCN(CC)S(=O)(=O)c1cccc(C(=O)NC(C(=O)NC2=NCCS2)C(C)C)c1 (centres undefined)	0.0%	8%	6%	7%	-0.3%	13%	2.6%	-9%	4.9%
COc1ccc(C2(C(=O)c3ccccc3)C(=O)c3ccccc3C2=O)cc1	-0.4%	-13%	3%	8%	0.5%	1%	-1.5%	19%	4.7%
CCCCCCC1NC(C(=O)O)CS1 (centres undefined)	0.2%	-12%	-5%	-6%	0.4%	17%	2.5%	10%	-5.0%
CCOC(=O)c1sc(NC(=O)CSc2nnc(C(C)C)n2CC)nc1C	nt	16%	0%	-2%	-0.2%	-4%	0.5%	-5%	-2.8%
O=C(O)CN1C(=O)C(=O)N(Cc2ccc(Cl)cc2Cl)C1=O	0.4%	-8%	-1%	3%	-0.1%	-23%	-0.5%	-10%	-3.5%
COC(=O)/C=C1/SC(=NC(=O)c2ccccc2)NC1=O	0.3%	-20%	-4%	5%	-0.3%	12%	5.1%	-8%	-1.8%
COCCn1nnnc1C(C(C)C)N1CCC(Cc2ccccc2)CC1 (centres undefined)	-0.9%	15%	-3%	21%	-0.2%	5%	1.1%	16%	-3.8%
Cc1cccc(-n2ncc3c(N4CC(C)CC(C)C4)ncnc32)c1 (centres undefined)	-0.3%	-51%	-1%	-8%	-0.1%	-1%	0.8%	-11%	6.2%
O=[N+]([O-])c1ccccc1/C=C/C=N/n1c(-c2ccco2)n[nH]c1=S	0.2%	7%	11%	-7%	0.3%	10%	-1.9%	-5%	-1.8%
Cc1[nH]c(=S)[nH]c(=O)c1Cc1ccccc1	-0.2%	-11%	-5%	-5%	0.0%	6%	-0.9%	6%	0.6%
COc1ccc(C)cc1Nc1ccc(C(=O)O)cc1[N+](=O)[O-]	0.0%	-38%	0%	11%	0.0%	4%	-2.1%	12%	7.9%
Cn1c(=O)c2c(nc(Oc3ccc(-c4ccccc4)cc3)n2C)n(C)c1=O	-0.3%	42%	2%	3%	-0.2%	14%	-4.9%	5%	-1.2%
Nc1ccccc1C#CC(=O)c1ccccc1	-2.1%	58%*	-40%	19%	1.8%	17%	0.3%	21%	-2.8%
CO/N=C/c1ccc(OC)c(Oc2nc(OC)cc(OC)n2)c1	-0.7%	-2%	-9%	-5%	-0.4%	-7%	-1.1%	3%	-7.9%
Cn1nc2c3ccccc3n(Cc3ccc(F)cc3)c2nc1=S	-1.1%	-1%	-4%	0%	0.2%	-5%	8.6%	2%	-0.6%
Cc1ccc(S(=O)(=O)N2CCN(C(=O)N3CCOCC3)C2c2ccc(N(C)C)cc2)cc1 (centres undefined)	0.2%	-17%	3%	-9%	0.2%	1%	0.8%	-9%	-1.5%	Dengue-2 NS5 capping pilot replicate=-2.0
CC1(C)CC(=O)C2=C(C1)N=C1SCCC(=O)N1C2c1cccc([N+](=O)[O-])c1 (centres undefined)	0.0%	-22%	-5%	6%	-0.3%	-7%	-1.1%	41%	-4.5%
Cc1ccc2nc(Nc3nc(-c4ccccc4)cc(=O)[nH]3)nc(C)c2c1	0.2%	2%	1%	-2%	-0.1%	17%	5.5%	24%	0.5%
CC(C)c1nc(CNC(=O)CCc2nnc(-c3ccsc3)o2)cs1	-0.3%	-28%	0%	-5%	0.2%	11%	1.0%	-40%[20 µM]	-8.6%
O=C(NC1CCN(Cc2ccccc2)CC1)C1COc2ccccc2O1 (centres undefined)	-0.6%	-5%	-2%	-11%	-0.2%	-9%	-1.3%	-3%	-4.0%
NC(=O)c1ccc[n+](CC(=O)c2ccc(NC(=O)c3ccccc3)cc2)c1	0.3%	-19%	-8%	-4%	0.0%	3%	0.3%	7%	-2.0%
COc1ccccc1N1CCN(S(=O)(=O)c2c(C)sc3ncn(CC(=O)NCCN(C)C)c(=O)c23)CC1	-0.5%	-6%	2%	10%	0.3%	11%	0.2%	-37%	-0.4%
CCOc1ccccc1NC(=O)/C(C#N)=C/c1c(C)nn(-c2ccc(F)cc2)c1Cl	-0.6%	-26%	-4%	0%	0.3%	11%	2.0%	7%	-2.1%
Cc1cc(NC(=O)CCC(=O)N(CC(=O)NC2CCCC2)Cc2ccc3c(c2)OCO3)no1	-0.6%	-29%	-1%	3%	-0.1%	2%	-0.3%	8%[20 µM]	nt
Cc1ccc(COc2ccc(Br)cc2/C=N/O)cc1	0.4%	nt	0%	0%	0.2%	27%	-3.8%	1%	-0.4%
C/C(Cl)=C/CSc1nnc2n(N)c(=O)c3ccccc3n12	0.4%	1%	1%	-7%	-0.1%	-2%	-1.2%	-26%	6.3%	Dengue-2 NS5 capping pilot replicate=3.0
CCC1C(=O)CC(c2ccccc2)NC1c1ccccc1 (centres undefined)	-0.2%	-23%	-4%	-8%	-0.1%	4%	-0.5%	-14%[20 µM]	-2.5%
O=C(CSc1ncnc2ccccc12)Nc1ccc2c(c1)OCCO2	-0.2%	-34%	-3%	-6%	0.1%	17%	1.0%	-16%	-0.6%
CC(/C=N/NC(=O)c1cc(C(C)(C)C)[nH]n1)=C\c1ccccc1	0.1%	-14%	-5%	0%	-0.4%	7%	-1.6%	38%	-3.4%
COc1ccc(N(C(=O)Cn2nnc(-c3ccc(C)o3)n2)C(C(=O)NC2CCCC2)c2ccncc2)cc1 (centres undefined)	-0.6%	-21%	2%	2%	-0.1%	-11%	0.8%	-3%	1.3%
CC(NC(=O)c1cccs1)c1ccc2c(c1)OCO2 (centres undefined)	-0.5%	0%	-2%	-8%	1.8%	14%	-1.8%	13%	1.3%
COc1cccc(C(=O)Oc2ccc3c(C)cc(=O)oc3c2C(C)=O)c1	-0.9%	34%	-1%	-7%	-0.4%	7%	-1.9%	nt	2.0%
COC(=O)c1[nH]c2ccc(C)cc2c1NC(=O)c1ccccc1[N+](=O)[O-]	-0.6%	-12%	-12%	2%	0.0%	0%	2.1%	-9%	-4.9%
CN1CCN(C(=O)CCn2nc(-c3ccccc3)c3ccccc3c2=O)CC1	-0.2%	-17%	-4%	0%	-0.2%	11%	0.4%	12%	0.7%
CN(C)CCCNc1c2ccccc2nc2ccccc12	-2.0%	-21%	-5%	-9%	0.4%	0%	-0.2%	4%	4.6%

In the list so far, 6 have a Cl atom.
SMILES	West Nile antiviral	NOD1 NF-kB reporter	Dengue-2 NS5 capping	GPR35 arrestin U2OS	GPR55 beta-arrestin	GPR55 antagonists	HIV peptide binding	KOR beta-arrestin-1	KOR beta-arrestin-2	others
Cc1snc(SCc2c(F)cccc2Cl)c1C#N	-0.2%	-17%	-3%	6%	0.6%	-3%	0.0%	-4%	0.3%
CCn1c(SCC(=O)Nc2ccc(Cl)cc2)nc2nc3c(cc2c1=O)CCCC3	-1.0%	-11%	-1%	2%	-0.3%	8%	1.4%	-24%	3.2%
CCOC(=O)Cn1c(=NC(=O)c2sc3ccccc3c2Cl)sc2cc(S(N)(=O)=O)ccc21	-0.8%	-12%	-5%	-4%	-0.2%	16%	23%	-23%	0.7%
O=C(O)CN1C(=O)C(=O)N(Cc2ccc(Cl)cc2Cl)C1=O	0.4%	-8%	-1%	3%	-0.1%	-23%	-0.5%	-10%	-3.5%
CCOc1ccccc1NC(=O)/C(C#N)=C/c1c(C)nn(-c2ccc(F)cc2)c1Cl	-0.6%	-26%	-4%	0%	0.3%	11%	2.0%	7%	-2.1%
C/C(Cl)=C/CSc1nnc2n(N)c(=O)c3ccccc3n12	0.4%	1%	1%	-7%	-0.1%	-2%	-1.2%	-26%	6.3%	Dengue-2 NS5 capping pilot replicate=3.0
